From PubChem
D2 potentiator: positive allosteric modulators of human D2 dopamine receptor; P14416; HEK293 T-REx D2, calcium flux, EC20 dopamine potentiation; potentiation, % at 10 µM; 0.34% of 340,000 active;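 active means potentiation over 3 SD above the plate norm, cut at about 30% in these data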; further: 0% is about no effect
Target sequence (P14416 whole entry, looked up): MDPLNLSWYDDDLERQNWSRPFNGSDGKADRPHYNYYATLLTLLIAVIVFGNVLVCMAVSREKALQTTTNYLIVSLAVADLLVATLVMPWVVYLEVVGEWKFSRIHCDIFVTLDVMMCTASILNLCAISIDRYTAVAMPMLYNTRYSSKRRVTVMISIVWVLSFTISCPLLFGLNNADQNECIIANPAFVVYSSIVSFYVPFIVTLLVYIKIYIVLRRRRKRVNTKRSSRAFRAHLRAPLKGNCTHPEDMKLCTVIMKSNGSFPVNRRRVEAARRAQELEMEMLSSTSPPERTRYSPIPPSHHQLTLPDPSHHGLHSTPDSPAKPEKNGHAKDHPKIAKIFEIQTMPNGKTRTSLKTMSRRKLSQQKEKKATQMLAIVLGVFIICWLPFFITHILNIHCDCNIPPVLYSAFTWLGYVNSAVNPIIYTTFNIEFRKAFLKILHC
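Tetracycline-induced HEK293 T-REx cells force-coupled to calcium signalling expressed D2; compounds were pin-added after a 10 s baseline, read kinetically 180 s, then an EC20 dopamine challenge followed with a further 180 s calcium read.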
D1 agonist: human D1 receptor agonism. activation, % at 2 µM. P21728. 1% of 360,000 active. HEK293 T-REx D1 cells, calcium flux, agonist mode; in the data active means activation above about 30%; further: 0% is about no effect
Target sequence (P21728 whole entry, looked up): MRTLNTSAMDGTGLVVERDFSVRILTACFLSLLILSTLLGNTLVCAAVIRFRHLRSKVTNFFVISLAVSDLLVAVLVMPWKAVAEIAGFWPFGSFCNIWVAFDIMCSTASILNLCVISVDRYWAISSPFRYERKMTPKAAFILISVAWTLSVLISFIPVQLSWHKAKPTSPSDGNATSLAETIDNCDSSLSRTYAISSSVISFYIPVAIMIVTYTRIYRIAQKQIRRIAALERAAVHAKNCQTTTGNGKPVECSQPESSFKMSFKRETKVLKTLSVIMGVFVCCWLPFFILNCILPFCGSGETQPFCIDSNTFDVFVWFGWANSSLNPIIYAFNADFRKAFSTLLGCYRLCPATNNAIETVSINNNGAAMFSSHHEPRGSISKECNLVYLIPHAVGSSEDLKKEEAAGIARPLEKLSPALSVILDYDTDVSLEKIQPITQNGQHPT
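Inducible HEK293 T-REx D1 cells, force-coupled to calcium signalling, were plated at 4000 cells/well with tetracycline and held overnight at 30 C. After no-wash calcium dye loading, compound-evoked calcium rise over 180 s flagged agonists.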
D2 antagonist: D2 dopamine receptor (human) antagonism. P14416. HEK293 TREx D2 cells, calcium flux, dopamine EC80. inhibition, % at 10 µM. 2% of 340,000 active; in the data active means inhibition above about 30%; further: 0% is about no effect
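Measurement of antagonist activity uses fluorescent calcium dye in inducible HEK293 T-REx D2 cells: 10 s baseline, compound addition with 180 s read, EC80 dopamine addition with a further 180 s read.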
D1 antag: antagonists of human D1 dopamine receptor. P21728. HEK293 TREx D1 cells, calcium flux, dopamine EC80; hits give low values. activity change, negative = inhibition, % at 10 µM. 3.2% of 360,000 active; in the data active means activity change below about -30%; further: on the % scale 0 is the no-effect control and ±100 the full control effect
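Using tetracycline-induced force-coupled D1 Hek293 cells and a calcium dye, signals were followed for 180 s after compound, then for 180 s after EC80 dopamine, to detect inhibitors.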
D2 agonist: activates the human D2 dopamine receptor; P14416; HEK293 T-REx D2 cells, calcium flux agonist mode; activation, % at 2 µM; 0.53% of 340,000 active;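 active means activation over 3 SD above normal in the single-dose calcium agonist read, cut at about 30% in these data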; further: 0% is about no effect
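Tetracycline-induced HEK293 T-REx cells with force-coupled D2 receptor, plated overnight at 30 C, loaded with no-wash calcium dye. After a 10 s baseline, compound was pin-added and calcium flux read kinetically for 180 s; calcium rises flagged agonists.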
TRHR PAM: allosteric enhancers of human TRH receptor; TRHR cells, fluo-8 calcium fluorescence, EC20 TRH enhancement; enhancement, % at 2 µM; 0.66% of 360,000 active; in the data active means enhancement above about 30%; further: 0% is about no effect
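Enhancer read-out: after compound pinning and an initial kinetic agonist-mode read, an EC20 of TRH (10 nM final) was injected and fluo-8 calcium signal (Ex 480/Em 530) followed at 1 s/cycle for 100 cycles in TRHR-expressing cells.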
D1 PAM: enhances dopamine response at the human D1 receptor; AID 504651; potentiation, % at 10 µM; 0.036% of 360,000 active; HEK293 TREx D1 cells, calcium flux, dopamine EC20 potentiation; P21728; in the data active means potentiation above about 30%; further: 0% is about no effect
RXFP1 antagonist: blocks the human relaxin receptor RXFP1. Q9HBX9. HEK293-RXFP1, relaxin-stimulated cAMP HTRF, 30 min; hits give low values. activity change, negative = inhibition, % at 57.5 µM. 0.59% of 350,000 active;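 active means activity change of -60% or lower, but not beyond a set lower limit; inconclusive means change between -60% and -40%, or beyond the set limit; inactive means change above -40%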; further: on the % scale 0 is the no-effect control and ±100 the full control effect
RXFP1 ag: activates the human relaxin receptor RXFP1; Q9HBX9; AID 2676; 0.3% of 370,000 active; Potency, µM (top dose mostly 57.5 µM), without a hit: at the top dose activation, usual class: activators; HEK293T-RXFP1 cAMP TR-FRET, 30 min; response scale: percent of porcine relaxin response, buffer zero; active means well fitted activation curve with a large enough effect; inconclusive means small, poorly fitted or top-dose-only effect; further: potency means the concentration at half of the fitted maximal effect; on the % scale 0 is the no-effect control and ±100 the full control effect; nearly all actives have a fitted effect of over 60% in size; many of its hits are not listed in these tables
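Agonist response is measured as cAMP accumulation in an RXFP1-transfected HEK293T line under PDE4 inhibition. Values are scaled between buffer-only and 29 nM porcine relaxin, and EC50s come from standard Hill equation fits.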
Numbers without * were called inactive; ? = inconclusive; . = no result given. The list is partial; the hit share may differ from the screen's.

SMILES	D2 potentiator	D1 agonist	D2 antagonist	D1 antag	D2 agonist	TRHR PAM	D1 PAM	RXFP1 antagonist	RXFP1 ag
O=C(CCc1nc(-c2ccc(Cl)cc2)no1)NCc1ccccc1CN1CCOCC1	11	11	29	-2	-0.2	8	.	9	-0.3%
Cc1cc(=O)oc2cc(OCC(=O)N3CC[C@@]4(O)CCCC[C@H]4C3)ccc12	-10	1	4	2	0.2	-6	-6	.	4.2%
COc1cccc(C(=O)/C=C/Nc2ccc(S(=O)(=O)Nc3ncccn3)cc2)c1	0	3	7	0	0.8	-5	-2	-5	6.6%
Cc1cccn2cc(CCNS(=O)(=O)c3cccc([N+](=O)[O-])c3)nc12	-1	2	5	-8	1.3	0	-2	-9	0.0%
COc1ccc(C)cc1NC(=O)CSc1nnc(-c2cc(C)[nH]n2)n1N	2	0	13	-1	0.7	0	7	4	-0.3%
Cc1ccc(-c2sc(-c3ccccc3)nc2CC(=O)Nc2ccccc2F)cc1	-9	13	17	-22	0.7	1	-8	-6	3.6%
COc1ccc(/C(O)=C2/C(=O)C(=O)N(CCCN(C)C)C2c2cccnc2)cc1 (configuration not stated)	9	2	-20	-26	-1.7	12	-4	.	1.4%
CCCCNC(=O)Nc1nnc(SCC(=O)OCC)s1	5	0	-7	1	0.8	-7	9	3	-1.5%
COc1ccc(CN2CCNC(=O)C2CC(=O)N2CCCN(C(C)=O)CC2)c(OC)c1 (configuration not stated)	3	2	2	23	0.6	-2	-3	2	1.7%
O=C(O)COc1ccccc1/C=N/NC(=O)CN1CCN(Cc2ccccc2Cl)CC1	5	3	-12	-12	-1.1	-1	1	-1	-0.3%
COc1cc(NS(=O)(=O)c2ccc(NC(C)=O)cc2)ncn1	-2	1	1	6	-0.7	-12	-1	10	7.4%
CCN1c2ccccc2-c2nc3ccccc3n2C1c1ccccn1 (configuration not stated)	2	1	-8	-7	-0.8	5	2	-11	3.6%

Compounds above that contain a carbonyl joined to an NH by a bond outside any ring (6):
SMILES	D2 potentiator	D1 agonist	D2 antagonist	D1 antag	D2 agonist	TRHR PAM	D1 PAM	RXFP1 antagonist	RXFP1 ag
O=C(CCc1nc(-c2ccc(Cl)cc2)no1)NCc1ccccc1CN1CCOCC1	11	11	29	-2	-0.2	8	.	9	-0.3%
COc1ccc(C)cc1NC(=O)CSc1nnc(-c2cc(C)[nH]n2)n1N	2	0	13	-1	0.7	0	7	4	-0.3%
Cc1ccc(-c2sc(-c3ccccc3)nc2CC(=O)Nc2ccccc2F)cc1	-9	13	17	-22	0.7	1	-8	-6	3.6%
CCCCNC(=O)Nc1nnc(SCC(=O)OCC)s1	5	0	-7	1	0.8	-7	9	3	-1.5%
O=C(O)COc1ccccc1/C=N/NC(=O)CN1CCN(Cc2ccccc2Cl)CC1	5	3	-12	-12	-1.1	-1	1	-1	-0.3%
COc1cc(NS(=O)(=O)c2ccc(NC(C)=O)cc2)ncn1	-2	1	1	6	-0.7	-12	-1	10	7.4%

(list continues)
SMILES	D2 potentiator	D1 agonist	D2 antagonist	D1 antag	D2 agonist	TRHR PAM	D1 PAM	RXFP1 antagonist	RXFP1 ag
Cc1cccc(C)c1NC(=O)C1(NC(=O)C2CCC(=O)N2)CCCCC1 (configuration not stated)	-3	0	6	26	0.7	7	-5	-2	4.7%
COc1ccc(C(C)=O)cc1CC(=O)Nc1cccc(S(=O)(=O)N2CCOCC2)c1	-11	3	33*	2	0.4	-2	0	1	2.8%
Cc1occc1-c1nnc(SCC(=O)N(C)c2ccccc2)o1	-7	2	7	0	-0.7	8	0	-4	1.0%
O=C(Nc1cccc(F)c1)C1CCN(c2nc3ccccc3[nH]2)CC1	-9	-1	.	0	0.4	4	0	-22	6.9%
CCOC(=O)c1c(C)nc2ncccn12	10	1	-4	-2	0.8	5	-5	0	9.6%
CC(C)(C)c1csc(NC(=O)CSc2nc3ccccc3c(=O)[nH]2)n1	4	11	2	-15	-0.4	1	-1	2	0.3%
CC(=O)OC1C(N2CCCCC2)c2c(ccc(/C=C/C(=O)N3CCCCC3)c2O)OC1(C)C (configuration not stated)	5	5	30*	-19	0.4	-4	3	-1	0.4%
CC1CCc2nn(CC(=O)N3CCCCCC3)cc2C1 (configuration not stated)	0	-1	-24	16	-0.3	-2	7	.	1.6%
COc1ccccc1C(=O)N/C(=C/c1ccc(Br)cc1)C(=O)NCCCn1ccnc1	-6	6	2	8	0.3	0	0	-15	-0.3%
Cc1cccc(N=Nc2c(C)nn(-c3ccccc3)c2N)c1C	-6	-1	15	-22	-1.8	18	-8	-18	1.9%
CCN(CC)CCCNc1ncnc2ccccc12	-2	1	-4	4	-0.7	-2	-1	6	16%
Cn1c(SCc2nnc(-c3ccc(F)cc3)o2)nnc1C1COc2ccccc2O1 (configuration not stated)	-5	4	-45	2	0.2	1	-3	9	1.9%
O=C(O)/C=C/C(=O)NCc1ccccn1	-3	6	17	10	0.6	-3	-6	-4	-2.4%
CCn1nc(C)c(NC(=O)CSc2nnc(-c3ccco3)n2C)c1C	0	1	0	9	-0.2	4	5	-1	1.0%
CC(=O)c1ccc(NC(=O)c2cccc(NC(=O)N3CCSc4ncccc43)c2)cc1	-5	3	.	-19	-0.3	4	-3	-11	?
CCCCCC/C=N/Nc1nnc(Cc2ccc(OC)c(OC)c2)c(=O)[nH]1	8	3	-12	0	0.3	2	-2	-5	2.1%
CC(=O)N1Cc2cc([N+](=O)[O-])ccc2Oc2ccccc21	-8	1	3	17	-0.6	4	-6	-7	3.5%
CC1=C(C(=O)N2CCN(c3ccccc3)CC2)C2(CCCCC2)OC1=O	7	1	.	-25	-0.3	2	-3	-7	1.3%
CCOc1ccc(N2CC(c3nc4ccccc4n3CCCCOc3ccc(OC)cc3)CC2=O)cc1 (configuration not stated)	3	16	.	-14	.	-9	-2	-23	0.1%
Cc1ccc(N(CC(=O)NCc2ccc(F)cc2)C(=O)c2ccco2)cc1C	-7	3	-1	-3	9.4	-4	.	-13	7.1%
COc1ccc(Br)c(C(=O)OCC(=O)NC2CCCCCC2)c1	.	6	.	-1	.	-3	-7	-1	0.3%
CCOc1ccccc1-n1nnnc1SCC(=O)O	-3	4	1	12	1.1	-2	-1	11	0.5%
CC(C)CNC(=S)N(CCO)Cc1cc2cc3c(cc2[nH]c1=O)OCO3	8	3	-1	9	-1.5	10	4	1	-1.0%
O=C(Cn1c(=O)oc2ccccc21)Nc1ccc(S(=O)(=O)N2CCCCC2)cc1	2	3	-3	4	0.8	1	-1	-12	-1.1%
CSc1nn(Cc2ccccc2C)c(NC(C)=O)c1S(=O)(=O)c1ccc(C)cc1	1	5	.	-33*	0.1	4	-6	.	5.8%
Cc1onc(-c2ccccc2)c1C(=O)Oc1ccccc1	-4	1	6	16	-2.1	2	1	-21	2.5%
NC(=S)Nc1ccc(Cl)c(Cl)c1	2	8	3	-19	-1.1	11	-2	2	-3.5%
C#CCn1c(O)c(N=NC(=O)C(O)c2ccccc2)c2ccccc21 (configuration not stated)	10	1	10	4	0.0	-12	6	-9	-4.1%
COc1cccc(N(CC(=O)NC2CCCCCC2)S(=O)(=O)c2ccccc2)c1	7	3	4	0	0.5	-4	-1	-2	-2.3%
Cc1ccc(C)c(Cn2c(=O)n(CCCCCC(=O)NCc3ccc4c(c3)OCO4)c(=O)c3sccc32)c1	.	8	.	1	0.2	13	1	10	11%
NC(=O)c1ccc(-n2nnnc2SCC(=O)Nc2ccccc2)cc1	2	2	-1	-13	-5.1	6	-2	0	3.2%
O=C(Nc1ccccc1-c1ccccc1)NC1CCN(CC(=O)N2CCOCC2)CC1	-3	3	-11	-6	0.3	2	-3	4	2.1%
Fc1ccc(CSc2nnc(CN3CCOCC3)n2-c2ccccc2)c(Cl)c1	1	1	6	-8	0.1	-3	-1	-11	0.5%
CCN(CC)S(=O)(=O)c1cc(NS(=O)(=O)c2cc(Cl)ccc2Cl)ccc1C	.	3	.	4	.	-4	-3	-3	1.0%
COC(=O)c1c(NC(=O)c2ccccc2)sc2c1CC(C)(C)NC2(C)C	-4	2	-11	-31*	0.4	-3	-2	.	3.0%
COc1ccc(C(CNC(=O)c2ccc(OCc3ccccc3)cc2)N2CCOCC2)cc1 (configuration not stated)	12	2	5	-5	-0.3	-2	0	-11	-0.5%
O=C(O)COc1ccc(Br)cc1/C=N/O	2	3	-15	3	0.6	4	-8	-15	-0.3%
COc1ccc(NS(=O)(=O)c2cccs2)cc1S(=O)(=O)N1CCOCC1	-2	0	3	2	1.1	25	2	-5	2.7%
CCOc1ccc(Nc2nc(Cc3nnc(SCC(=O)NCC4CCCO4)n3C)cs2)cc1 (configuration not stated)	4	1	-11	2	-0.4	4	0	.	-0.1%
CCOc1cc(CNc2ccc(O)cc2)cc(Br)c1OCc1ccccc1	-7	2	.	12	-0.3	1	-4	.	-0.6%
O=C(OCc1nc2ccccc2[n+]([O-])c1C(=O)c1ccccc1)c1ccco1	9	1	0	4	-0.7	-3	-4	-5	1.0%
O=C(CSc1cc(Cl)ccc1Cl)NC1CC1	15	1	0	-19	0.2	4	-10	-5	-0.5%
CCOC(=O)Cc1csc(NC(=O)C(C)Oc2ccc3c(C)cc(=O)oc3c2)n1 (configuration not stated)	-5	4	-2	-10	0.4	-4	12	.	5.5%
COc1cccc(NC(=O)CCc2ccccc2)c1	-3	-2	10	-44*	0.0	-1	1	.	-1.1%
Cc1cc(S(=O)(=O)N2CCOCC2)ccc1OCC(=O)Nc1ccc(Br)cc1F	-3	-1	-4	-11	1.2	1	-1	-7	-1.8%
COC(=O)c1sc2ncccc2c1OCc1ccc(Cl)cc1Cl	-4	5	-39	-7	-0.5	5	-2	16	1.3%
CCOC(=O)Cc1[nH]nc2c1C(c1ccsc1)C(C#N)=C(N)O2 (configuration not stated)	10	1	-4	-4	0.3	-7	2	-4	0.0%
O=C(COc1ccccc1)Nc1cccc(-c2ccc(N3CCOCC3)nn2)c1	5	1	12	-73*	-0.2	4	2	-1	0.9%
Cc1ccc(C(C(=O)NC2CCCCC2)N(Cc2cccnc2)C(=O)c2csnn2)cc1 (configuration not stated)	5	-1	9	9	0.3	3	-3	-2	1.1%
Cc1cc(Cl)ccc1OCC(=O)Nc1ccccc1NS(=O)(=O)c1cccs1	2	7	6	1	1.6	5	-9	8	-3.4%
C/C(=C\c1ccccc1)C(=O)Nc1ccc(S(=O)(=O)Nc2ncccn2)cc1	4	3	-11	14	0.5	7	-4	3	-1.7%
CCN1C(=O)[C@H]2[C@@H](c3ccc(C)cc3)N3C(=O)N(c4cccc(F)c4)C(=O)[C@@]3(C)[C@H]2C1=O	-3	2	-3	2	0.6	13	-1	.	-0.5%
CC1CCN(C(=O)CSc2nc(=O)n3ccccc3n2)CC1	14	-1	-15	8	0.3	-3	-2	-2	16%
O=C(C1CCCN(S(=O)(=O)c2cccc3nsnc23)C1)N1CCN(c2cccc(Cl)c2)CC1 (configuration not stated)	0	3	.	-13	-0.6	-3	0	.	0.9%
